mouse IAP activators – mouse intestinal phosphatase enzyme activation – biochemical, luminescence, single concentration, confirmation (AID 434970); purified mouse IAP, CDP-Star luminescence, 30 min; hits give low values; activity change, negative = activation, % at 10 µM; 2.9% of 11,000 active; in the data active = activity change below about -85%;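 also: percent relative to enzyme plus DMSO wells and wells without enzyme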
mouse IAP activators Fold change – also measured in mouse IAP activators; calls as there; activation factor; measured here: IAP activation factor; hits give high values;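 fold luminescence change scaled to plate control wells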
The depositor's hits bear a star. The list is partial; count on the stated rates, not on these rows.

SMILES	mouse IAP activators	mouse IAP activators Fold change
NC(=O)COC(=O)CNC(=O)c1ccc(Cl)cc1	1	0.99
COc1ccc(C2N(c3cc(C)on3)C(=O)C3CCCN32)cc1OC (stereo unspecified)	4	0.96
CCOC(=O)C(NC(=O)c1ccccc1)(Nc1cc(C)on1)C(F)(F)F (stereo unspecified)	10	0.9
CCOC(=O)C1=CN(Cc2cccc(-c3cccnc3)c2)S(=O)(=O)N(CC)C1C (stereo unspecified)	1	0.99
O=C(c1cccs1)N1CCN(c2ncccn2)CC1	-8	1.1
Cc1nnc(SCCn2c(N3CCCCCC3)nc3c2c(=O)[nH]c(=O)n3C)s1	3	0.97
CCC(C)NC(=O)CSC1=Nc2ccccc2C2=NC(CC(=O)NCc3ccccc3)C(=O)N12 (stereo unspecified)	13	0.87
Cc1ccc(C)c(CN2CCC(CNC(=O)Nc3ccc(C)c(C)c3)CC2)c1	-121*	2.2*
Cc1ccc(S(=O)(=O)c2ccc(Oc3ccccc3)cc2)cc1	0	1
COc1cccc2cc(C(=O)N3CCN(c4ccccc4F)CC3)c(=O)oc12	-6	1.1
CC(C)CC(C(=O)Nc1oc(-c2ccco2)c(-c2ccco2)c1C#N)N1C(=O)c2ccccc2C1=O (stereo unspecified)	48	0.52
C#CCOCCOCCOCCNc1nc(N2CCN(C(=O)CCCCCCCCCCNC(=O)[C@H]([C@@H](C)CC)n3cc(CCCCN=C(N)N)nn3)CC2)nc(N2CCN(C(=O)CCCCCCCCCCNC(=O)[C@H](CCCCN)n3cc(C)nn3)CC2)n1	-754*	8.5*
O=c1c2cccc3c2c(nn1CN1CCOCC1)-c1ccccc1-3	4	0.96
CCOC(=O)c1c(C)[nH]c(C(=O)CSc2nnc(-c3cccs3)n2Cc2ccccc2)c1C	4	0.96
COc1ccc(C(=O)N/N=C/C(C)c2ccccc2)cc1OC (stereo unspecified)	1	0.99
Cc1nn(CC(=O)NCc2cccc3ccccc23)c(=O)c2ccccc12	2	0.98
CC(Sc1nnc(-c2ccc(Cl)cc2Cl)n1Cc1ccccc1)C(=O)Nc1nccs1 (stereo unspecified)	-14	1.1
CC1(C)Cc2c(cnn2-c2ccccc2)C(=O)/C1=N\NC(=O)c1ccncc1	13	0.87
CCN(CC)C(=O)[C@H]1C[C@H](CC(=O)NCCC2=CCCCC2)C(=O)N2CCc3c([nH]c4ccc(Cl)cc34)[C@]12C	-19	1.2
c1cn(C23CC4CC(CC(C4)C2)C3)cn1	4	0.96

Arranged by the number under mouse IAP activators (lowest first): 3 of the compounds above
molecule	mouse IAP activators
CCN(CC)C(=O)[C@H]1C[C@H](CC(=O)NCCC2=CCCCC2)C(=O)N2CCc3c([nH]c4ccc(Cl)cc34)[C@]12C	-19
CCOC(=O)c1c(C)[nH]c(C(=O)CSc2nnc(-c3cccs3)n2Cc2ccccc2)c1C	4
CC1(C)Cc2c(cnn2-c2ccccc2)C(=O)/C1=N\NC(=O)c1ccncc1	13

As entered above.
Result of `O=c1c2cccc3c2c(nn1CN1CCOCC1)-c1ccccc1-3` under mouse IAP activators: 4
Result of `COc1ccc(C(=O)N/N=C/C(C)c2ccccc2)cc1OC` (stereo unspecified) under mouse IAP activators Fold change: 0.99

Additional compounds follow:
SMILES	mouse IAP activators	mouse IAP activators Fold change
O=C(CSc1nnc(C2CCCCC2)o1)N1CCCCC1	3	0.97
CN1C(=O)SC(Nc2ccc(F)cc2)C1=O (stereo unspecified)	5	0.95
COc1ccccc1N1CCN(Cc2nc(N)nc(Nc3ccccc3)n2)CC1	2	0.98
O=C(Nc1cccc(-c2cccc(F)c2)c1)C1CCN(Cc2ccc(CO)o2)CC1	-64	1.6
Cc1cc(C)nc(NC(=O)c2ccc(Cl)cc2[N+](=O)[O-])c1	0	1
CCCc1ccc(C(C)NC(=S)NCc2ccc(F)cc2)cc1 (stereo unspecified)	-40	1.4
O=C(O)CC(C(=O)O)N1C(=O)/C(=C/c2ccc(-c3nc4ccccc4s3)o2)SC1=S (stereo unspecified)	62	0.38
Cc1cccc(C)c1NC(=O)C(c1ccccc1)N1CCOCC1 (stereo unspecified)	-6	1.1
O=C1OCCN1C(=O)[C@H]1[C@H](c2ccccc2)C(c2ccc(F)cc2)=NN1c1ccc(Br)cc1	-7	1.1
COc1ccc(C2=NN(C(C#N)c3ccc(OC)c(OC)c3)C(c3ccccc3)C2)cc1 (stereo unspecified)	2	0.98
CC(O)CC(=O)NOCc1ccccc1 (stereo unspecified)	-2	1
Cc1ccc2c(c1)nnn2C1CCN(CC(=O)Nc2ccc3c(c2)OCCO3)CC1	-2	1
O=C(c1c(F)c(F)c(F)c(F)c1F)N1CCc2ccccc21	-10	1.1
COc1ccc2[nH]c3c(c2c1)CCN1C(=O)C(CC(=O)NC(C)(C)C)C[C@H](C(=O)N2CCOCC2)[C@@]31CCC1CCCC1 (stereo partly specified)	-16	1.2
O=S(=O)(c1ccc(SCCO)nc1)N1CCCC1	11	0.89
O=c1cc(CSc2ccc(Cl)cc2)nc(N2CCCCC2)[nH]1	-11	1.1
CCNc1nc(NCc2ccccc2)nc(Oc2ccc(=O)[nH]n2)n1	-17	1.2
Fc1cccc2sc(N3CCCCC3)nc12	10	0.9
CC(=O)c1ccccc1Oc1nc(CN2CCOCC2)nc2scc(-c3cccs3)c12	-7	1.1
NC(=O)CSc1nc2c(sc3ccccc32)c(=O)n1CCCN1CCOCC1	-6	1.1
O=C(Nc1ccc(Cl)cc1)Nc1cc(S(=O)(=O)N2CCOCC2)ccc1N1CCCC1	-116*	2.2*
Cc1cccc(NC(=O)Nc2ccc3c(c2)CCC3)c1	-41	1.4
CCOc1ccccc1OCC(=O)Nc1ccc(S(=O)(=O)N(C)C)cc1	-2	1
O=C(c1ccc(Cn2c(=O)[nH]c3ccccc3c2=O)cc1)N1CCN(c2ccc(F)cc2)CC1	0	1
O=C(Nc1cccc(S(=O)(=O)N2CCCCC2)c1)Nc1ccc(Cl)cc1Cl	-341*	4.4*
Cn1c(CCN2CCCCC2)nc2cc(NS(=O)(=O)c3ccc(F)cc3)ccc21	-1	1
CCCCOC(=O)c1[nH]c(C)c(C(=O)OC)c1C	-5	1
O=C(CN1C(=O)c2ccccc2S1(=O)=O)Nc1ccc(S(=O)(=O)N2CCCCCC2)cc1	5	0.95
Cc1cc(C)cc(NC(=O)CN(C)S(=O)(=O)c2cccc3nsnc23)c1	5	0.95
CC(Nc1nc(N2CCCC2)nc2ccccc12)c1ccccc1 (stereo unspecified)	-25	1.3
COC(=O)c1ccc(CSC2=NC[C@@H]3[C@@H]4C(=O)N(Cc5ccccc5)C(=O)[C@@H]4[C@](Cc4ccccc4)(C(=O)OC)N23)cc1	3	0.97
C/C(=N\Nc1nc2c(s1)CCCC2)c1ccccc1	3	0.97
Cc1cccc(-c2n[nH]c(=S)n2/N=C/C=C/c2ccco2)c1	53	0.47
S=c1nc2ccccc2c2nc(-c3ccccc3)[nH]n12	8	0.92
COc1ccccc1[C@@H]1C(c2ccccc2)=NN(c2ccc(Br)cc2)[C@H]1C(=O)N1CCOC1=O	5	0.95
O=C(CSc1nnc2c(Cl)cc(Cl)cn12)N1CCN(S(=O)(=O)c2ccccc2)CC1	9	0.91
CC(C)CN(C(=O)CSc1nnc2c(Cl)cc(C(F)(F)F)cn12)C1CCS(=O)(=O)C1 (stereo unspecified)	1	0.99
COc1ccc(OCCc2nnc(N)s2)cc1	3	0.97
CN(C)CCCNCCCCNC(=O)/C=N/O	4	0.96
COCC(=O)N1CCC(n2nnc3cc(F)ccc32)CC1	-1	1
COc1ccc(OC)c(C2C(C(=O)c3cccs3)=C(O)C(=O)N2c2cc(C)on2)c1 (stereo unspecified)	-17	1.2
Nn1c(Cc2ccccc2F)nnc1SCC(=O)N1CC(=O)Nc2ccccc21	-5	1
CCOc1ccc(NC(=O)C2CCN(C(=O)NC3CCCCC3)CC2)cc1	4	0.96
CC(C)(C)c1ccc(NC(=O)NC2CCCc3ccccc32)cc1 (stereo unspecified)	-253*	3.5*
COc1oc(-c2ccccc2C)nc1C(F)(F)F	7	0.93
CC(C)CN1C(=O)c2ccc(C(=O)NCc3ccc4c(c3)OCO4)cc2C1=O	-10	1.1
COc1ccc(-c2cc(C(F)(F)F)nc(N3CCCCC3)n2)cc1OC	-5	1.1
CCCCCC(=O)N1CC2(C)CN(C(=O)CCCCC)CC(C)(C1)C2=O	2	0.98
CCCCNc1ccc(C(F)(F)F)cc1S(=O)(=O)NCCc1ccc(F)cc1	-40	1.4
CCCCn1c(Cc2ccccc2)nnc1SCC(=O)Nc1cc(C)on1	-7	1.1

Later entries.
SMILES	mouse IAP activators	mouse IAP activators Fold change
CC(=O)NCCCc1c[nH]c2ccc(Cl)cc12	12	0.88
COc1ccccc1-c1cc2ccccc2[nH]1	-7	1.1
Cc1[nH]n(-c2ccc([N+](=O)[O-])cc2)c(=O)c1C=NCCN1CCN(C(=O)c2cccc(F)c2)CC1	8	0.92
CC1CC(C)CN(C(=O)c2ccc3c(c2NCCO)C(=O)c2ccccc2C3=O)C1 (stereo unspecified)	19	0.81
COc1ccc(NC2=NC(=S)N(c3ccccc3C)C23CCCCC3)cc1	-1	1
CC(c1ccco1)N(C(=O)C12CC3(C)CC(C)(CC(C)(C3)C1)C2)c1ccccn1 (stereo unspecified)	3	0.97
O=C(Nc1ccccc1C(=O)N1CCOCC1)c1ccc(F)cc1	-7	1.1
Cc1ccc(/C(O)=C2/C(=O)C(=O)N(CCN3CCOCC3)C2c2ccccn2)cc1 (stereo unspecified)	7	0.93
COc1ccccc1C(=O)Nc1nnn(C)n1	5	0.95
COC(=O)c1ccccc1NCc1cc(=O)oc2cc(O)c(O)cc12	44	0.56
CC1CCc2cc(F)cc3c(O)c(C(=O)NCC4CCCO4)c(=O)n1c23 (stereo unspecified)	9	0.91
O=Cc1c(N2CCN(c3cccc(Cl)c3)CC2)nc2ccccn2c1=O	15	0.85
CCOC(=O)/C=C1\SCC(=O)N1CCOc1cccc(Br)c1	-7	1.1
CCCN1C2CCCC1CC(NC(=O)Nc1cccc(C(C)=O)c1)C2 (stereo unspecified)	-5	1.1
COCCNC(=O)Cc1ccc(Br)cc1	0	1
Cc1csc(NC(=O)CNS(=O)(=O)c2cccs2)n1	6	0.94
CCC1C2CN(C(C)=O)CC=C2C(C#N)=C(N)C1(C#N)C#N (stereo unspecified)	5	0.95
CCN1CCCC1CNC1=NCCCCC1 (stereo unspecified)	6	0.94
O=C(Nc1ccc2ccccc2c1)c1cn(-c2ccccc2)nc1-c1cccs1	-61	1.6
CCOc1ccc2nc(SCc3ccc(C(=O)OC)o3)[nH]c2c1	6	0.94
CC(C)(C)C1CCC2(CC1)Nc1cccc3cccc(c13)N2	13	0.87
C=CCNC(=O)CN(c1cccc(Br)c1)S(C)(=O)=O	7	0.93
CCOc1cc(/C=C2\CCC/C(=C\c3cc(Cl)c(O)c(OCC)c3)C2=O)cc(Cl)c1O	38	0.62
O=[N+]([O-])c1cnccc1Nc1ccccc1	12	0.88
CCC(OC(=O)c1cccs1)C(=O)NCc1ccco1 (stereo unspecified)	4	0.96
Cc1cccc([C@@H]2[C@@H]3C(=O)N(Cc4ccccc4)C(=O)[C@@H]3[C@]3(C)C(=O)N(c4ccc(C(F)(F)F)cc4)C(=O)N23)c1	-8	1.1
O=C(O)CCSc1nc(C(F)(F)F)cc(=O)n1-c1ccccc1	-1	1
O=C(Cc1cccc2ccccc12)NNC(=O)c1cccs1	7	0.93
CC(C)NC(=O)c1sc2nc(-c3cccs3)cc(-c3cccs3)c2c1N	15	0.85
Nc1ncnc2c1ncn2[C@@H]1O[C@H](CNS(=O)(=O)c2ccc(-c3ccno3)s2)[C@@H](O)[C@H]1O	0	1
CCOC(=O)C1C(=O)NC(N2CCCCC2)=NC1C(C)C (stereo unspecified)	6	0.94
CCn1c(SCC(=O)Nc2cccc(C(C)=O)c2)nnc1C(C)C	1	0.99
CCOC(=O)c1c(NC(=O)CSc2nnc(-c3cccnc3)o2)sc2c1CCC2	12	0.88
COc1cc(-n2c(=O)c3ccccc3n(Cc3ccccc3)c2=O)cc(OC)c1OC	0	1
CCOc1ccc(-n2c(SC)nc3c(c2=O)SCC3)cc1	6	0.94
NC(=O)C1CCN(C(c2ccccc2F)c2nnnn2Cc2ccco2)CC1 (stereo unspecified)	-16	1.2
CC1=NN(Cc2ccccc2)C(=O)C1C(c1ccccc1)C(C#N)C#N (stereo unspecified)	6	0.94
Cc1ccc(/C(N)=N/OC(=O)Oc2ccccc2)cc1	1	0.99
CC1=C(C(=O)Nc2cccnc2)C(c2ccc3c(c2)OCO3)C2=C(CCCC2=O)N1 (stereo unspecified)	-7	1.1
COC(=O)c1ccc(NC(=O)Nc2ccc(C)cc2)cc1	-115*	2.1*
CC(C(=O)OCn1nnc2ccccc2c1=O)N1C(=O)c2ccccc2C1=O (stereo unspecified)	-10	1.1
Cc1ccccc1C(=O)NC1CCN(Cc2nnnn2C2CCCC2)CC1	-9	1.1
O=C(NCCc1ccccc1)C1CCCN1C(=O)Nc1ccc(F)cc1 (stereo unspecified)	-3	1
CCn1c(SCc2ccc(C)cc2)nnc1C1CCN(S(=O)(=O)c2ccc(OC)cc2)CC1	-8	1.1

In the list so far, these have a thiophene ring, fused or not:
SMILES	mouse IAP activators	mouse IAP activators Fold change
O=C(c1cccs1)N1CCN(c2ncccn2)CC1	-8	1.1
CCOC(=O)c1c(C)[nH]c(C(=O)CSc2nnc(-c3cccs3)n2Cc2ccccc2)c1C	4	0.96
CC(=O)c1ccccc1Oc1nc(CN2CCOCC2)nc2scc(-c3cccs3)c12	-7	1.1
NC(=O)CSc1nc2c(sc3ccccc32)c(=O)n1CCCN1CCOCC1	-6	1.1
COc1ccc(OC)c(C2C(C(=O)c3cccs3)=C(O)C(=O)N2c2cc(C)on2)c1 (stereo unspecified)	-17	1.2
Cc1csc(NC(=O)CNS(=O)(=O)c2cccs2)n1	6	0.94
O=C(Nc1ccc2ccccc2c1)c1cn(-c2ccccc2)nc1-c1cccs1	-61	1.6
CCC(OC(=O)c1cccs1)C(=O)NCc1ccco1 (stereo unspecified)	4	0.96
O=C(Cc1cccc2ccccc12)NNC(=O)c1cccs1	7	0.93
CC(C)NC(=O)c1sc2nc(-c3cccs3)cc(-c3cccs3)c2c1N	15	0.85
Nc1ncnc2c1ncn2[C@@H]1O[C@H](CNS(=O)(=O)c2ccc(-c3ccno3)s2)[C@@H](O)[C@H]1O	0	1
CCOC(=O)c1c(NC(=O)CSc2nnc(-c3cccnc3)o2)sc2c1CCC2	12	0.88
